M18AAP inhibitor – PfM18AAP enzyme inhibition; recombinant PfM18AAP, H-Glu-NHMec fluorogenic cleavage; inhibition, % at 7.35 µM; 290,000 compounds, 1.2% hits; AID 1822;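 active means inhibition above the campaign mean inhibition over all tested compounds plus 3 SD, cut at about 28% in these data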;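 further: 0% = plate median of test compound wells and 100% = 2 mM ZnCl2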
GPR7 antag – blocks human GPR7 receptor signaling | inhibition, % at 4.4 µM | P48145 | 290,000 compounds, 1.1% hits | GPR7-expressing cells, fluorescence antagonist assay; in the data active means inhibition above about 16%, passing the limit was not always enough;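 further: cells stimulated with the agonist NPW; 0% = agonist with vehicle and 100% = vehicle without agonist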
IDE cell inh – inhibits human insulin-degrading enzyme in HEK cells. P14735. AID 434962. inhibition, % at 5.59 µM. 320,000 compounds, 0.41% hits. FAbetaB cleavage, fluorescence polarization;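 active means percent inhibition above the average of all tested compounds plus 3 SD, set per screening campaign, cut at about 16% in these data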;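 further: IDE supplied by intact live HEK cells; FP after avidin binding of uncleaved biotin substrate so inhibition keeps polarization high; 0% = DMSO wells and 100% = 60 µM reference IDE inhibitor Ii1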
Target sequence (P14735 whole entry, looked up): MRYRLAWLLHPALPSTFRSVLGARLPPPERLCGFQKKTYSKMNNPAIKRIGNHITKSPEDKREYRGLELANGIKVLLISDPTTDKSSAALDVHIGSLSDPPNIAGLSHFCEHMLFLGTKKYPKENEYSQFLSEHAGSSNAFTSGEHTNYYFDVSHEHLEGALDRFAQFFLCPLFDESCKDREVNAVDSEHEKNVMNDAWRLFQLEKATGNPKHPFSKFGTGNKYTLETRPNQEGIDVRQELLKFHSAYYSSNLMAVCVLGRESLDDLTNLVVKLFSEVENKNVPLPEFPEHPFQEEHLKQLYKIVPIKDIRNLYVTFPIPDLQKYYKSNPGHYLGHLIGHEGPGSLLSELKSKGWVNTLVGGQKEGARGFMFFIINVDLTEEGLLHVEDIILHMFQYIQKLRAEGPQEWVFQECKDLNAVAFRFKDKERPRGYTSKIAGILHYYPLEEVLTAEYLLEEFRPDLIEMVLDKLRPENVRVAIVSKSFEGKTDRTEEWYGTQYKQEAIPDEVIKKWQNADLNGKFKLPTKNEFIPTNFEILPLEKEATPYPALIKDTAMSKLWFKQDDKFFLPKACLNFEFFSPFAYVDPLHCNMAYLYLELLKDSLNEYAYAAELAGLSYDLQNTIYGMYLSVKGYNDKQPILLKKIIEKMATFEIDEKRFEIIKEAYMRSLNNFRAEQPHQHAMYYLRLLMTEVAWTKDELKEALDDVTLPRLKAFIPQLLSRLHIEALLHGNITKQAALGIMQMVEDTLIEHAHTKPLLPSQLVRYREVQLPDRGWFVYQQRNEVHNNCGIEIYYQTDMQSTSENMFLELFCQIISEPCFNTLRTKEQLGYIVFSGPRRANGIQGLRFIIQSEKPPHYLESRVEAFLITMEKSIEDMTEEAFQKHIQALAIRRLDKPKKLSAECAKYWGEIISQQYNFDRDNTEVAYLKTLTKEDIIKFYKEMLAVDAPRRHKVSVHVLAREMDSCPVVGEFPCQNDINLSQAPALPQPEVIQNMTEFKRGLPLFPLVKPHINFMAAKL
pCIP destab – lowers stability of the mouse p/CIP coactivator protein; Q05BA5; F442A p/CIP-EGFP cells, EGFP fluorescence, 16 h; decrease of EGFP signal, % at 10 µM; 290,000 compounds, 0.01% hits;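 active means EGFP signal decrease of at least 30% at 10 µM or well 3 SD below plate mean, unless failing retest; inactive means the rest, including hits failing retest or dose response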; further: some compounds called inactive have numbers as strong as hits; many of its hits are not listed in these tables
NALP1 yeast inh – inhibitors of NALP1 inflammasome in yeast | S. cerevisiae NALP1/ASC/caspase-1 growth, X-gal OD620, 72 h | inhibition, % at 10 µM | 280,000 compounds, 0.61% hits | AID 2071; in the data active means inhibition mostly above about 24%, no sharp cut-off; inactive means mostly below about 32%; further: some compounds called inactive have numbers as strong as hits
PHOSPHO1 block – PHOSPHO1 (human) inhibition; 290,000 compounds, 1.1% hits; Q8TCT1; recombinant PHOSPHO1, absorbance phosphatase assay; inhibition, % at 13.3 µM; AID 1565; in the data active means inhibition above about 60%
IMP-1 inhibitor – inhibitors of Pseudomonas aeruginosa IMP-1 metallo-beta-lactamase; purified IMP-1, nitrocefin hydrolysis, epi-absorbance fluorescence; inhibition, % at 5.6 µM; 290,000 compounds, 0.45% hits; AID 1556;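 active means inhibition above the mean plus 3 SD of all compounds in the same screening run, cut at about 4.5% in these data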;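 further: 0% = IMP-1 with DMSO and 100% = DMSO wells lacking enzyme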
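System: purified IMP-1; amount: IMP-1 0.2 nM before substrate addition; compound: single dose, 5.6 µM; times: 25 °C, 15 min preincubation, 25 min reaction; signal: Epi-absorbance via hydrolysed-nitrocefin quenching of white-plate fluorescence, 480/530 nm, EDTA stop; benchmarks: DMSO with and without IMP-1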
IDE cell activ – IDE (human) activation, cell-based | P14735 | 340,000 compounds, 0.073% hits | activation, % at 5.96 µM | HEK cells, FAbeta-B cleavage, fluorescence polarization; 0% vehicle, 100% cell-free pure enzyme wells;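 active means activation above the mean of all tested compounds plus 3 SD, set per screening campaign, cut at about 17% in these data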
VIM-2 inhibitor – blocks Pseudomonas aeruginosa VIM-2 metallo-beta-lactamase; purified VIM-2, nitrocefin hydrolysis, epi-absorbance fluorescence; inhibition, % at 5.6 µM; 290,000 compounds, 0.89% hits;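 active means inhibition above the mean of all tested compounds plus 3 SD, cutoff set per screening run, cut at about 7.5% in these data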;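 further: red hydrolysis product quenches plate fluorescence so inhibitors raise well fluorescence; 0% = enzyme with DMSO and 100% = DMSO without enzyme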
Active calls of the source: *; · = no result given.

SMILES	M18AAP inhibitor	GPR7 antag	IDE cell inh	pCIP destab	NALP1 yeast inh	PHOSPHO1 block	IMP-1 inhibitor	IDE cell activ	VIM-2 inhibitor
Clc1cccc(CSc2nnc(-c3c[nH]c4ccccc34)o2)c1	-1	-4	0	-6	12	-4	-3.4	-3	-1.8
CC(C)c1cc(C(=O)Nc2cc(Cl)ccc2O)no1	5	18	7	-19	6	4	-3.1	7	-4.1
c1cncc(-c2nnc(-c3cccnc3)nn2)c1	4	1	-4	-15	26	66*	4.1	1	0.4
CCCCn1ccnc1C	2	-9	·	-7	13	36	-2.9	1	-2.6
Cc1ccc(NC(=O)CN2C(=O)NC(C)(c3ccc(Cl)cc3)C2=O)cc1S(=O)(=O)N1CCOCC1 (centres undefined)	-7	16	3	1	·	-1	-2.5	-2	-1.7
O=S(=O)(Nc1ccc(Oc2ncccn2)c(Cl)c1)c1ccc(Cl)cc1	-1	-3	4	-9	-17	17	-1.8	4	-3.4
Cc1ccc(S(=O)(=O)N/N=C/c2cc(Br)ccc2O)cc1	2	-7	3	0	15	6	-2.9	6	0.3
Cc1c(C(=O)C(=O)NCCC2=CCCCC2)c2ccccc2n1C	1	-8	0	-13	20	0	-5.7	9	-3.5
CCCCC1(CC(=O)OC)C(=O)N(c2ccccc2)N(c2ccccc2)C1=O	-2	-8	3	-3	34	-2	-2.4	-3	-0.7
CCOC(=O)CN(c1ccccc1C)S(=O)(=O)c1ccc(Cl)cc1	3	-4	-7	-8	12	18	-0.8	3	1.2
Cc1cccc(-n2ncc3c(N(CCO)CCO)ncnc32)c1	1	-11	4	1	-54	0	-3.0	0	-3.9
OC(CNCC(c1ccc(Cl)cc1Cl)c1c[nH]c2ccccc12)c1ccccc1 (centres undefined)	6	19	-1	-3	-2	42	1.3	5	0.7
C=CCN1CCN(C(=O)c2c(-c3ccccc3)noc2C)CC1	-1	-21	-2	-15	6	·	-0.8	0	-4.1
Cc1nnc(SCC(=O)NCc2cccs2)[nH]c1=O	6	-17	1	-1	10	-2	-3.1	11	-0.4
CC(C)Oc1cccc(C(=O)Nc2ccc(Br)cc2F)c1	1	2	0	-4	27	-2	-1.5	4	-2.6
CCCCS(=O)(=O)Nc1ccc2c(c1)ncn2C1CCCCC1	-8	-11	-2	38	18	-27	-4.5	-5	-3.2
Cc1ccccc1Nc1c([N+](=O)[O-])cncc1[N+](=O)[O-]	1	-28	1	6	2	40	-1.4	10	-2.9
O=C(NC(=S)Nn1cnnc1)c1ccc(F)cc1Cl	78*	-2	9	-11	-16	0	0.6	1	-2.4
Cc1ccc(OC(=O)NC2CCS(=O)(=O)C2)cc1C (centres undefined)	-2	-6	-1	-15	8	0	-2.4	3	-2.4
O=c1cc(CN2CCN(c3ccccc3O)CC2)nc2sccn12	35*	4	-4	-2	1	4	-3.1	-1	-3.2
Cc1ccc(NC(=O)C2CCCN(S(=O)(=O)c3c(C)noc3C)C2)cc1 (centres undefined)	-8	0	0	5	9	-13	-2.4	-1	0.6
O=C(CN1C(=O)NC2(CCCC2)C1=O)NCCC1=CCCCC1	-1	-7	-4	2	5	46	-2.1	3	-2.1
Cc1cc(C)nc(NC(=O)C(C)N2C(=O)c3ccccc3C2=O)n1 (centres undefined)	-6	-5	2	10	·	-13	1.0	-2	-0.9
O=C(/C=C/c1ccc(S(=O)(=O)N2CCOCC2)cc1)N(CCO)Cc1ccccc1	1	2	4	7	-7	-7	-3.4	4	-4.0
COc1cc(C2Nc3ccccc3NC3=C2C(=O)CC(c2ccc(OC)c(OC)c2)C3)ccc1O (centres undefined)	11	-5	1	-7	·	20	-3.7	2	-1.3
O=C(CCC(=O)c1ccc(F)cc1)Nc1cccc(C(F)(F)F)c1	1	-10	4	8	29	14	-3.2	3	-1.3
COC(=O)C(CCCN1C(=O)c2ccccc2C1=O)(NC(C)=O)c1nnn(C)n1 (centres undefined)	1	-8	0	-8	5	40	-3.4	-1	-6.6
O=C(C1CCN(CC2CCCCC2)CC1)N1CCCC1	-18	6	7	-3	-46	9	-0.7	1	0.6
O=C(Cn1cnc(S(=O)(=O)N2CCCC2)c1)Nc1cccc(F)c1	-4	-13	3	7	-12	-4	-4.5	-2	-3.7
Cc1onc(-c2ccccc2)c1C(=O)c1c[nH]c(C(=O)NCc2ccncc2)c1	1	-11	-2	-7	-16	37	-3.9	-1	-4.2
Cc1ccc(-n2nc3c(c2NC(=O)c2c(-c4ccccc4Cl)noc2C)CSC3)cc1	5	-16	-2	2	0	31	-4.9	·	-3.8
FC(F)(F)c1nnc2sc(-c3ccncc3)nn12	4	-6	7	5	21	-6	-4.0	2	-2.9
CC1CCCC(NC(=O)COC(=O)[C@@H](NC(=O)c2ccco2)C(C)C)C1C (some centres undefined)	3	0	-6	-9	6	19	-1.9	-2	-1.5
NC1=NC2(CCC(c3ccccc3)CC2)n2c(nc3ccccc32)N1 (centres undefined)	4	-17	2	0	-2	-2	-2.7	-9	-2.6
O=C(c1ccc(F)cc1)C1CCN(C(=S)NCC2CCCO2)CC1 (centres undefined)	-3	-4	-1	-7	6	31	-2.6	6	-0.7
O=C(CSc1nnnn1C1CCCC1)N1CCCCC1	0	1	·	-7	-2	31	-3.0	1	-2.9
O=C(NCc1ccccc1)c1cc2ccccc2oc1=O	1	-4	1	5	-3	29	-3.7	1	0.5
CC1=C(C(=O)NC2CCCc3c2cnn3-c2cccc(C)c2C)OCCO1 (centres undefined)	0	-3	-1	-8	14	27	-1.4	-3	0.7
COc1ccccc1N1CCN(C(=O)c2ccccc2NC(=O)C2CCCCC2C(=O)O)CC1 (centres undefined)	4	13	3	-22	16	-11	0.9	6	-2.5
CC(=O)Nc1ccc(S(=O)(=O)Nc2cccc(C(=O)NC(C)(C)C)c2)cc1	-5	-4	1	-11	1	44	-3.6	5	-4.6

Shown with two lines to a compound: entries from further up.
Results follow in this order: M18AAP inhibitor | GPR7 antag | IDE cell inh | pCIP destab | NALP1 yeast inh | PHOSPHO1 block | IMP-1 inhibitor | IDE cell activ | VIM-2 inhibitor
> O=C(CSc1nnnn1C1CCCC1)N1CCCCC1
→ 0 | 1 | · | -7 | -2 | 31 | -3.0 | 1 | -2.9
> O=C(NCc1ccccc1)c1cc2ccccc2oc1=O
→ 1 | -4 | 1 | 5 | -3 | 29 | -3.7 | 1 | 0.5
> CC1=C(C(=O)NC2CCCc3c2cnn3-c2cccc(C)c2C)OCCO1 (centres undefined)
→ 0 | -3 | -1 | -8 | 14 | 27 | -1.4 | -3 | 0.7
> COc1ccccc1N1CCN(C(=O)c2ccccc2NC(=O)C2CCCCC2C(=O)O)CC1 (centres undefined)
→ 4 | 13 | 3 | -22 | 16 | -11 | 0.9 | 6 | -2.5

More structures follow:
SMILES	M18AAP inhibitor	GPR7 antag	IDE cell inh	pCIP destab	NALP1 yeast inh	PHOSPHO1 block	IMP-1 inhibitor	IDE cell activ	VIM-2 inhibitor
COc1ccc(N(C(C)C(=O)Nc2ccc(S(=O)(=O)N3CCOCC3)cc2)S(C)(=O)=O)cc1 (centres undefined)	0	6	4	6	0	0	-2.4	-1	-3.1
COc1ccc(S(=O)(=O)Nc2ccccc2Cl)cc1NC(C)=O	-3	-9	6	0	2	20	-1.7	-11	0.8
CCOc1ncccc1C(=O)OCC(=O)c1cccc(Br)c1	1	-6	3	-9	-10	32	-0.9	1	0.0
CCN(CC)S(=O)(=O)c1ccc(OC)c(NC(=O)C2CC(=O)N(c3ccc(C)cc3)C2)c1 (centres undefined)	-5	-5	4	-1	8	34	-2.1	2	-0.7
CC1CCCCN1CCNC(=O)c1cnn2ccccc12 (centres undefined)	4	-11	1	-4	-14	3	-5.1	-4	-1.2
COc1ccc(CNC(=O)C2CCN(C(=O)N(C)C)CC2)c(OC)c1	6	-7	1	2	11	0	-4.2	3	-5.3
CN(NC1OC(=O)c2ccccc21)c1ccccc1[N+](=O)[O-] (centres undefined)	-11	-11	-4	-8	11	29	-1.5	12	0.1
Cc1ccc(NC(=O)CSc2nnc(CN3CCOCC3)n2C)cc1C	-2	-15	19*	-7	26	7	-3.5	-23	0.2
Cc1ccc(S(=O)(=O)N2CCC(C)CC2)cc1	4	-21	1	0	9	·	-2.4	3	-1.4
CCCCOP(=O)(OCCCC)C(Nc1ccccc1)c1ccc2c(c1)OCO2 (centres undefined)	-3	7	5	-2	24	-3	-1.3	2	0.4
Cc1cccc(CSc2nc3c(c(=O)[nH]2)CCCC3)c1	3	-10	-2	2	17	5	-3.2	1	-0.7
O=C(NC(=S)Nc1ccccc1Cl)c1cnn2c(C(F)(F)F)cc(C(F)(F)F)nc12	1	-5	-3	1	7	-6	-0.5	·	-3.2
COC(=O)CC1C(=O)NCCN1C(=O)Nc1ccc(Cl)c(Cl)c1 (centres undefined)	-4	-7	7	2	-26	-9	-0.5	2	-1.6
O=C(CSc1ncccn1)NCC1CCCO1 (centres undefined)	3	-12	6	-12	3	25	-2.1	4	-1.2
O=[N+]([O-])c1ccccc1NCCOc1ccccc1	-5	-5	5	6	25	4	0.4	5	1.6
Cc1ccc(-n2nc3c(c2NC(=O)/C=C\c2ccc4c(c2)OCO4)CSC3)c(C)c1	1	-2	-1	-4	30	6	-0.9	3	-1.4
O=C1CSC(c2cccnc2)N1c1cccc(Cl)c1 (centres undefined)	1	-19	-8	16	8	34	-1.8	3	-2.9
CC1=C(C(=O)Nc2ccc(Cl)cc2)C(c2cccs2)n2nnnc2N1 (centres undefined)	3	20*	-2	-2	10	29	-2.2	2	-4.1
Cn1c(=O)c2c(ncn2CC(=O)N/N=C/C=C/c2ccccc2[N+](=O)[O-])n(C)c1=O	-6	5	-3	-9	·	19	-0.1	·	0.1
CCOc1ccc(CNCCN2CCCC2)cc1	1	-5	3	-2	1	41	0.0	0	-1.9
CC1CCC(NC(=O)CC(C)(C)Cc2nc3ccccc3c(=O)[nH]2)CC1 (centres undefined)	2	-2	8	-22	-9	26	-2.4	-7	0.2
O=C(CSc1nnc(-c2cccs2)o1)N1CCc2ccccc21	4	-6	5	8	13	-5	-3.8	2	-3.2
COc1ccc(Br)cc1/C(C)=N/NC1=NCCN1	-7	14	2	1	19	24	-1.9	2	-2.3
Cc1noc(C)c1S(=O)(=O)N1Cc2ccccc2CC1C(=O)N(C)C (centres undefined)	-2	-11	5	2	15	34	-2.8	3	-3.7
Cc1[nH]c2ccccc2c1NC(=O)CN1CCN(c2cccc(C(F)(F)F)c2)CC1	9	-4	-4	-69	39	-12	0.2	-4	-0.8
Cc1ccc(-n2nnnc2SCC(=O)N2CCN(C(=O)c3ccco3)CC2)c(C)c1	-2	0	0	6	·	6	-2.2	2	-0.5
S=C(NC1CC1)N1CCN(c2ccc(Cl)cc2)CC1	12	-17	5	-9	-1	32	-3.7	1	-2.0
NC1=C([N+](=O)[O-])C(c2ccc3c(c2)OCO3)C2=C(CCCC2=O)O1 (centres undefined)	3	-2	-5	-10	-1	·	-2.0	2	-1.0
O=C(COC(=O)CC1c2ccccc2CCN1S(=O)(=O)c1ccccc1)Nc1ccccc1 (centres undefined)	-13	-2	3	-3	·	-15	0.6	-2	-0.6
O=C(Nc1ccccc1)N1CCN(c2ccc(C(F)(F)F)cn2)CC1	-10	18	13	-2	3	-7	-3.5	-16	-5.9
Cn1cc(Br)c(C(=O)NNC(=O)c2cccc(Br)c2)n1	3	1	-4	3	12	44	-1.3	0	-8.8

Source: PubChem BioAssay (several laboratories)
